Assay outcomes as filed in PubChem BioAssay.
YAP1 CTGF inhibition: YAP1 pathway inhibitors via CTGF transcript, primary screen, DLD1 colon cancer cells, RT-qPCR, single point (AID 743449); DLD1 CTGF mRNA qPCR, 24 h; active compounds read high; 9,900 compounds, 0.9% hits; inhibition, % at 12.5 µM;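 active = mean normalized replicate activity at least 50 and at least half of replicates each reaching 50; inconclusive = only one of the two criteria met; inactive = neither criterion met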;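 note: 0% = neutral control wells and 100% = dasatinib control wells; higher means stronger suppression of CTGF expression like dasatinib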
Pax4 mRNA alpha TC1: activators of Pax4 gene expression, primary screen, RT-PCR, mouse alpha TC1 cells, single point (AID 1053180); mouse alpha TC1 cells, Pax4 mRNA qPCR, 6 days; active compounds read high; 100% = Pax4 plasmid added at qPCR; activation, % at 10 µM; 9,600 compounds, 0.2% hits;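 active = highest normalized replicate activity of 15 or more, or at least half the replicates reach 15 or more; inactive = neither condition met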;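 note: pax4 Ct normalized to GAPDH with activation seen as lower delta delta Ct; plate controls were plate neutral control wells for no effect and Pax4 plasmid positive control for full effect; each compound tested in two replicate wells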
* marks the source's active call; other numbers are inactive results; ? = inconclusive; . = no result given; & = joins results of further samples.

#1 CC(=O)N1[C@@H](CO)[C@@H](c2ccccc2)[C@@H]1CN(CC1CCC1)C(=O)CN(C)C
#2 COC(=O)C[C@H]1CC[C@@H]2[C@H](COc3ccc(NC(=O)Nc4cccc(C#N)c4)cc3C(=O)N2C)O1
#3 Cc1ccccc1-c1ccc2c(c1)O[C@@H](CN(C)C(=O)Nc1ccc(C(F)(F)F)cc1)[C@@H](C)CN([C@H](C)CO)S2(=O)=O
#4 O=C(C[C@@H]1CC[C@H]2NC[C@@H](O)COC[C@@H]2O1)N1CCc2ccccc2C1
#5 C[C@H](CO)N1C[C@H](C)[C@H](CN(C)C(=O)Nc2ccc3c(c2)OCO3)OCc2cn(nn2)CCCC1=O
#6 O=C(Cc1cccnc1)N1[C@@H](CO)[C@H](c2ccccc2)[C@@H]1CNCC1CCC1

| Compound | 1 | 2 | 3 | 4 | 5 | 6 |
| --- | --- | --- | --- | --- | --- | --- |
| YAP1 CTGF inhibition | -2 | -69 | 21 | -16 | 2 | -4 |
| Pax4 mRNA alpha TC1 | 0.0 | 0.0 | 0.7 | 0.0 | 0.0 | 0.0 |

From compound 3 as far as 6, copied from above:
#3 Cc1ccccc1-c1ccc2c(c1)O[C@@H](CN(C)C(=O)Nc1ccc(C(F)(F)F)cc1)[C@@H](C)CN([C@H](C)CO)S2(=O)=O
#4 O=C(C[C@@H]1CC[C@H]2NC[C@@H](O)COC[C@@H]2O1)N1CCc2ccccc2C1
#5 C[C@H](CO)N1C[C@H](C)[C@H](CN(C)C(=O)Nc2ccc3c(c2)OCO3)OCc2cn(nn2)CCCC1=O
#6 O=C(Cc1cccnc1)N1[C@@H](CO)[C@H](c2ccccc2)[C@@H]1CNCC1CCC1

| Compound | 3 | 4 | 5 | 6 |
| --- | --- | --- | --- | --- |
| YAP1 CTGF inhibition | 21 | -16 | 2 | -4 |
| Pax4 mRNA alpha TC1 | 0.7 | 0.0 | 0.0 | 0.0 |

Carrying on.
#7 C[C@@H](NC(=O)C[C@@H]1CC[C@@H]2[C@@H](COc3ccc(NS(=O)(=O)c4ccc(Cl)cc4)cc3C(=O)N2C)O1)c1ccccc1
#8 O=C(C[C@@H]1C[C@@H]2c3cc(NC(=O)NC4CCCC4)ccc3O[C@@H]2[C@H](CO)O1)NCc1ccccc1F
#9 COCC(=O)N1CC[C@@H]2[C@H]1c1cc(-c3cccc(F)c3)ccc1N(C)[C@H]2CO
#10 CC(=O)N1[C@H](CO)[C@H](c2ccccc2)C12CN(S(=O)(=O)c1ccccc1)C2
#11 Cc1ccccc1S(=O)(=O)N1CCCCN2[C@H](C1)[C@@H](c1ccc(C#CCN(C)C)cc1)[C@@H]2CO
#12 COc1cc(CN2CC3(CCN(S(=O)(=O)c4cn(C)cn4)CC3)c3c(n(C)c4cc(OC)ccc34)[C@@H]2CO)cc(OC)c1

| Compound | 7 | 8 | 9 | 10 | 11 | 12 |
| --- | --- | --- | --- | --- | --- | --- |
| YAP1 CTGF inhibition | -46 | -2 | ? | -2 | -26 | 13 |
| Pax4 mRNA alpha TC1 | 0.0 | 0.0 | 0.0 | . | 0.0 | 0.0 |

#13 CO[C@H]1CN(C)C(=O)c2ccc(NC(=O)c3cccc(F)c3)cc2OC[C@H](C)NC[C@H]1C
#14 COC(=O)C[C@@H]1CC[C@@H]2[C@@H](COc3ccc(NC(=O)Nc4c(C)noc4C)cc3C(=O)N2C)O1
#15 COc1ccc(NC(=O)N2CC3(C2)CN(C(C)=O)[C@H](CO)c2[nH]c4cc(OC)ccc4c23)cc1
#16 CC[C@@H]1C/C=C\C[C@@H](c2ccccc2)NC(=O)CCC(=O)N1
#17 COC(=O)C[C@@H]1C[C@H]2c3cc(N)ccc3O[C@H]2[C@@H](CO)O1
#18 O=C(CC1CC1)N1CC(=O)N2[C@H](CO)[C@H](c3ccc(C#Cc4cccc(F)c4)cc3)[C@@H]2C1

| Compound | 13 | 14 | 15 | 16 | 17 | 18 |
| --- | --- | --- | --- | --- | --- | --- |
| YAP1 CTGF inhibition | 0 | -15 | -3 | -11 | 9 | 18 |
| Pax4 mRNA alpha TC1 | 0.0 | 0.0 | 0.0 | 0.2 | 0.0 | 0.0 |

The last four records of the part above lead into the next.
#15 COc1ccc(NC(=O)N2CC3(C2)CN(C(C)=O)[C@H](CO)c2[nH]c4cc(OC)ccc4c23)cc1
#16 CC[C@@H]1C/C=C\C[C@@H](c2ccccc2)NC(=O)CCC(=O)N1
#17 COC(=O)C[C@@H]1C[C@H]2c3cc(N)ccc3O[C@H]2[C@@H](CO)O1
#18 O=C(CC1CC1)N1CC(=O)N2[C@H](CO)[C@H](c3ccc(C#Cc4cccc(F)c4)cc3)[C@@H]2C1
#19 C[C@@H]1CN([C@H](C)CO)C(=O)CCCn2cc(nn2)CO[C@H]1CN(C)C(=O)c1ccc(N2CCN(C)CC2)cc1
#20 COc1ccc(NC(=O)N2CC(=O)N3[C@@H](CO)[C@@H](c4ccc(Br)cc4)[C@@H]3C2)cc1
#21 C/C=C/c1ccc([C@H]2[C@@H](CO)N(C(=O)Nc3ccccc3F)[C@H]2C#N)cc1
#22 O=C(CC(F)(F)F)N1C[C@H]2[C@@H](c3ccccc31)[C@H](CO)N2C(=O)C1CCCCC1
#23 N#C[C@@H]1[C@@H](c2ccccc2C2=CCCCC2)[C@H](CO)N1C(=O)CN1CCOCC1
#24 C[C@@H]1CCCCO[C@@H](CN(C)Cc2ccc3c(c2)OCO3)[C@@H](C)CN([C@H](C)CO)C(=O)c2cc(NS(=O)(=O)c3cn(C)cn3)ccc2O1

| Compound | 15 | 16 | 17 | 18 | 19 | 20 | 21 | 22 | 23 | 24 |
| --- | --- | --- | --- | --- | --- | --- | --- | --- | --- | --- |
| YAP1 CTGF inhibition | -3 | -11 | 9 | 18 | -38 | 7 | 23 | 7 | -5 | 1 |
| Pax4 mRNA alpha TC1 | 0.0 | 0.2 | 0.0 | 0.0 | 0.0 | 0.0 | 0.0 | 0.0 | 0.0 | 0.0 |

#25 CCCC(=O)Nc1ccc2c(c1)C(=O)N(C)C[C@H](OC)[C@@H](C)CN(C(=O)c1ccccn1)[C@@H](C)CO2
#26 CCS(=O)(=O)Nc1ccc2c(c1)C(=O)N(C)[C@@H]1CC[C@@H](CC(=O)NCc3ccccc3F)O[C@@H]1CO2
#27 Cc1ccc(S(=O)(=O)Nc2ccc3c(c2)C(=O)N([C@H](C)CO)C[C@H](C)[C@@H](CN(C)S(=O)(=O)c2cccs2)OCCCC[C@@H](C)O3)cc1
#28 O=C(Cc1ccccc1)N1C[C@@H]2[C@H](c3ccccc31)[C@H](CO)N2S(=O)(=O)c1ccccc1
#29 O=C1CCCn2cc(nn2)COCC2CCCN12 (stereo unspecified)
#30 CO[C@H]1CN(C)C(=O)c2cc(NC(C)=O)ccc2OC[C@H](C)N(C(=O)Cc2ccccn2)C[C@H]1C

| Compound | 25 | 26 | 27 | 28 | 29 | 30 |
| --- | --- | --- | --- | --- | --- | --- |
| YAP1 CTGF inhibition | 26 | -236 | -21 | -1 | -11 | -17 |
| Pax4 mRNA alpha TC1 | 0.0 | 0.0 | 0.0 | 0.0 | 0.0 | 0.0 |

#31 N#Cc1cccc(-c2ccc(C3[C@H]4CNC[C@@H]3N4S(=O)(=O)c3ccc(F)cc3)cc2)c1 (stereo partly specified)
#32 C[C@@H]1CN([C@@H](C)CO)C(=O)CCCn2nncc2CO[C@@H]1CN(C)CC1CCCCC1
#33 CO[C@@H]1CC[C@H]2CCN(C)C(=O)[C@@H](C)CN(C)C(=O)c3cc(C#N)ccc3OC[C@@H]1O2
#34 COc1ccccc1NC(=O)N1C[C@H](O)COC[C@@H]2O[C@@H](CC(=O)N3CCC(Cc4ccccc4)CC3)CC[C@H]21
#35 CN1c2ccc(-c3ccc(F)cc3)cc2[C@@H]2[C@@H](CCN2C(=O)Cc2cccnc2)[C@@H]1CO
#36 C[C@@H]1CCCCO[C@H](CN(C)C(=O)c2ccncc2)[C@@H](C)CN([C@H](C)CO)C(=O)c2cc(NC(=O)CCC(F)(F)F)ccc2O1

| Compound | 31 | 32 | 33 | 34 | 35 | 36 |
| --- | --- | --- | --- | --- | --- | --- |
| YAP1 CTGF inhibition | -13&-36 | 6 | 3 | 7 | 12 | -5 |
| Pax4 mRNA alpha TC1 | 0.0&0.0 | 0.0 | 0.0 | 0.1 | 0.0 | 0.0 |

#37 O=C(C[C@H]1C[C@H]2c3cc(NS(=O)(=O)c4ccccc4)ccc3O[C@H]2[C@H](CO)O1)NCC(F)(F)F
#38 N[C@@H]1CC[C@@H](CCn2cc(C3(O)CCCC3)nn2)O[C@H]1CO
#39 Cc1noc(C)c1S(=O)(=O)N(C)C[C@@H]1OCCCC[C@@H](C)Oc2ccc(N(C)C)cc2C(=O)N([C@@H](C)CO)C[C@@H]1C
#40 Cc1cc(C(=O)Nc2ccc3c(c2)C(=O)N(C)[C@H]2CC[C@@H](CC(=O)NCc4ccc(-c5ccccc5)cc4)O[C@H]2CO3)no1
#41 CCS(=O)(=O)N1CCCCN2[C@H](CO)[C@H](c3ccc(C#Cc4ccccn4)cc3)[C@@H]2C1
#42 COc1ccc2c3c(n(C)c2c1)[C@@H](CO)NCC31CCN(C(=O)Nc2ccc(F)cc2F)CC1
#43 COc1ccc2c3c(n(C)c2c1)[C@H](CO)N(C(=O)c1cccc(F)c1)CC31CN(C(=O)c2cccc(F)c2)C1
#44 CCCNC(=O)[C@@H]1[C@@H](CO)[C@@H]2Cn3c(ccc(C4=CCCCC4)c3=O)[C@@H]2N1Cc1ccccc1F

| Compound | 37 | 38 | 39 | 40 | 41 | 42 | 43 | 44 |
| --- | --- | --- | --- | --- | --- | --- | --- | --- |
| YAP1 CTGF inhibition | -12 | -31 | 27 | 16 | -16 | -15 | 28 | -17 |
| Pax4 mRNA alpha TC1 | 0.0 | 0.0 | 0.0 | 0.0 | 0.0 | 0.0 | 0.0 | 0.0 |

Only part of the results is shown. The share of hits here may be higher or lower than overall.
